KB-V1 cytotox: KB-V1 MDR subline cytotoxicity. KB-V1 MDR cells viability, CellTiter-Glo, 72 h. Potency, µM (highest dose often 46.1 µM), for inactives: top-dose activity change, negative = cytotoxicity, most hits filed as cytotoxic. 400,000 compounds, 3.4% hits; note: potency is the fitted concentration of half-maximal effect; % is set by controls: 0 for no effect and ±100 for the full control effect; nearly all actives have a fitted effect of over 60% in size
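KB-V1 cells (P-gp-expressing MDR subline of KB-3-1) in phenol-red-free DMEM with 10% FBS were exposed to library compounds over a concentration series for 72 h at 37 degrees C. Viability read by CellTiter-Glo luminescence; concentration-effect curves fitted after normalization.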
MCF10A rerep: inducers of DNA re-replication in MCF 10A breast cells; MCF 10A DNA re-replication, Hoechst nuclear intensity, 48 h; Potency, µM (series often up to 46.1 µM), without a hit: at the top dose activity, positive = re-replication, most hits filed as activators; 350,000 compounds, 2.9% hits; AID 624296; note: potency is the fitted concentration of half-maximal effect; % of control where 0% means no effect; nearly all actives have a fitted effect of over 50% in size
KB-3-1 tox: kills parental KB-3-1 adenocarcinoma cells; KB-3-1 viability, CellTiter-Glo ATP luminescence, 72 h; Potency, µM (titrated, usually from 46.1 µM), without a hit: at the highest dose activity change, negative = cytotoxic, actives largely listed as cytotoxic; 400,000 compounds, 1.4% hits; AID 1347075; note: potency is the fitted concentration of half-maximal effect; % is set by controls: 0 for no effect and ±100 for the full control effect; nearly all actives have a fitted effect of over 60% in size
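Cells are dispensed, compounds pinned in, plates held at 37 °C for 72 h, then CellTiter-Glo is added and luminescence read after 10 minutes. Cell line: parental KB-3-1 in phenol-red-free DMEM, 10% FBS.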
WRN helicase inh: blocks human WRN helicase. AID 651768. Q14191. WRN helicase unwinding, fluorescent forked duplex, kinetic. 360,000 compounds, 0.46% hits. Potency, µM (top dose mostly 114 µM), inactives show top-dose activity change, negative = inhibition, most hits filed as inhibitors; note: potency is the fitted concentration of half-maximal effect; % is set by controls: 0 for no effect and ±100 for the full control effect; nearly all actives have a fitted effect of over 55% in size
Target sequence (Q14191 whole entry, looked up): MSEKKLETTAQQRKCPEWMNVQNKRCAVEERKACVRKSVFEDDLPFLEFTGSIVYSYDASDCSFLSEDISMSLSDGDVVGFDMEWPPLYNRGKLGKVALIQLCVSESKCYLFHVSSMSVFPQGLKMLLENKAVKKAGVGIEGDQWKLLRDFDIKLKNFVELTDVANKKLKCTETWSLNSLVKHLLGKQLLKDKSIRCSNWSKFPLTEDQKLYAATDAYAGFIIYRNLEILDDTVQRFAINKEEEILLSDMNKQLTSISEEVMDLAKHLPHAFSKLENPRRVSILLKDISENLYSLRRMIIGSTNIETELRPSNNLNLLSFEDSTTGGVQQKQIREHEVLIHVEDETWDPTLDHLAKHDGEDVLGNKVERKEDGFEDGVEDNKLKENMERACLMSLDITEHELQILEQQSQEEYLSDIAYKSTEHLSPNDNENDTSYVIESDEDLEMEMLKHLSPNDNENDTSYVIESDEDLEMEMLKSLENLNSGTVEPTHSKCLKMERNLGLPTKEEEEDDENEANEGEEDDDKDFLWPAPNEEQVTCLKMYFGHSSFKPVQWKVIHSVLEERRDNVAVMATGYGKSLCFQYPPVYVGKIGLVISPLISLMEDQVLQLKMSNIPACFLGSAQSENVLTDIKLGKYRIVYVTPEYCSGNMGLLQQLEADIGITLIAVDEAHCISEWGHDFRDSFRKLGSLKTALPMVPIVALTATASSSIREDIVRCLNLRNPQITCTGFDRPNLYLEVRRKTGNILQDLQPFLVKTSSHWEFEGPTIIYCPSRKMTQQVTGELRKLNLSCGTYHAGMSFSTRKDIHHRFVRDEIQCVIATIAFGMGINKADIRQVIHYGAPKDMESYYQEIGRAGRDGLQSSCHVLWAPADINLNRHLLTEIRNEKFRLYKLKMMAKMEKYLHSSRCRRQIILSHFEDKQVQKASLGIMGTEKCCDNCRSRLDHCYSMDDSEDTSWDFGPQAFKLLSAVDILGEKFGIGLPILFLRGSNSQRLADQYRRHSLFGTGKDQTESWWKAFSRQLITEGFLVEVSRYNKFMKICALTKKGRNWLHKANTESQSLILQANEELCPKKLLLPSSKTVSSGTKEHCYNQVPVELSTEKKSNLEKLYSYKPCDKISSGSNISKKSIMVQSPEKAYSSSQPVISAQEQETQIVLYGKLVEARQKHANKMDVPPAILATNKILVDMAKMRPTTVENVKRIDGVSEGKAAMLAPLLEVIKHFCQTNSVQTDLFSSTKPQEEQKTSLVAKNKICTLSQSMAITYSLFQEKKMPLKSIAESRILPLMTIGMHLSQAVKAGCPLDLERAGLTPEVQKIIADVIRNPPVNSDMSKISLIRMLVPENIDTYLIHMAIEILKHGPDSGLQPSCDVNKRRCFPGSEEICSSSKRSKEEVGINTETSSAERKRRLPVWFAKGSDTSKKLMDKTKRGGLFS
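Kinetic red-fluorescence monitoring (525/598 nm) tracks WRN helicase activity after 100 nM fluorophore-quencher forked duplex and 2 mM ATP are added to 20 nM enzyme pretreated 15 min at room temperature with compound.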
HT1080 IDH1KD tx: toxicity to HT-1080 IDH1 knockdown cells (counter line); HT-1080 IDH1 knockdown viability, ATP luminescence, 48 h; Potency, µM (titrated, usually from 46.1 µM), without a hit: at the highest dose activity, negative = toxicity, most hits filed as cytotoxic; 360,000 compounds, 2% hits;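 note: potency is the fitted concentration of half-maximal effect; 0% = DMSO wells and -100% = cell-free medium wells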
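In this qHTS, HT-1080 cells depleted of IDH1 are exposed for 48 h at 37 °C to compound titrations. Toxicity is scored from CellTiter-Glo luminescence, with DMSO as full viability and medium alone as none.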
IL-1B inflam inh: inhibitors of inflammasome signaling (IL-1 beta secretion). THP-1 LPS/ATP IL-1B secretion, AlphaLISA, 16 h; hits give low values. 360,000 compounds, 4.7% hits. activity change, % at 57.5 µM. AID 743279; in the data active = activity change below about -50%; inconclusive = mostly about -30% to -49%; note: % is set by controls: 0 for no effect and ±100 for the full control effect
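THP-1 cells pretreated 1 hr with compounds (up to 57.5 uM final), then stimulated with LPS (250 ng/mL final) plus ATP (1.25 mM final); secreted IL-1B measured by AlphaLISA after 16 hr, decreased signal indicating inhibition.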
HT1080-NT tox: kills 2HG-producing HT-1080-NT fibrosarcoma cells; HT-1080-NT fibrosarcoma viability, CellTiter-Glo ATP luminescence, 48 h; Potency, µM (titrated, usually from 46.1 µM), without a hit: at the highest dose activity, negative = less viability, actives largely listed as cytotoxic; 360,000 compounds, 1.6% hits; AID 686970;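 note: NT is the 2HG producing partner of a matched IDH1 knockdown line; potency is the fitted concentration of half-maximal effect; 0% = DMSO-treated cells and -100% = media-only wells without cells; nearly all actives have a fitted effect of over 55% in size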
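HT-1080-NT; 750 cells/well; 5% FBS RPMI; 48 h compound, 37 degrees C; CellTiter-Glo luminescence; curve fitting and curve-class assignment.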
ATXN2 expr inh: reduces ATXN2 reporter expression in HEK-293 cells; HEK-293 ATXN2-luciferase reporter, luminescence, 24 h; Potency, µM (series often up to 57 µM), inactives show at the highest dose activity change, negative = inhibition, most hits filed as inhibitors; 360,000 compounds, 0.72% hits; AID 1745845; note: potency is the fitted concentration of half-maximal effect; % is set by controls: 0 for no effect and ±100 for the full control effect; nearly all actives have a fitted effect of over 55% in size
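qHTS (up to 57 uM final) was run with 24 h compound exposure of reporter cells at 37 °C. Each well was multiplexed: SteadyGlo luminescence measured ATXN2-luciferase expression after a fluorogenic Gly-Phe-AFC viability readout (25 uM final).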
SW480 rerep: DNA re-replication induction in SW480 cells | SW480 DNA re-replication, Hoechst DNA content imaging, 48 h | Potency, µM (series often up to 46.1 µM), for the others: at the top dose re-replication activation, hits mostly activators | 340,000 compounds, 1.8% hits | AID 624297; note: potency is the fitted concentration of half-maximal effect; % of control where 0% means no effect; nearly all actives have a fitted effect of over 55% in size
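SW480 cells exposed to compounds for 48 hr at 37 C, 5% CO2, then Hoechst-stained 40 min. Nuclear DNA content imaged by fluorescence scanning (405 nm excitation, 500-530 nm emission); re-replication scored as increased high-intensity nuclei.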
Active calls of the source: *; ? = inconclusive; . = not tested or not shown; & = joins results of further samples; [ ] = remark or other dose. Unless noted, calls come from the whole dose curve; as a rule, active = well fitted curve in the direction sought with a large enough effect; inconclusive = small, poorly fitted or top-dose-only effect, or another doubt; inactive = no such curve, though single readings can be large; an effect the other way counts as inactive or inconclusive. No enrichment for hits; about 12% have a hit in one of these screens.

SMILES | KB-V1 cytotox | MCF10A rerep | KB-3-1 tox | WRN helicase inh | HT1080 IDH1KD tx | IL-1B inflam inh | HT1080-NT tox | ATXN2 expr inh | SW480 rerep
COC(=O)C1=CN(c2ccc(N3CCOCC3)cc2)C(N)=C(C#N)C1c1ccc(-c2ccccc2)cc1 (stereo not drawn) | -15% | . | 0% | -7% | -23% | 7 | -2% | . | .
O=C(COc1ccccc1)Nc1ccccc1N1CCN(c2ccccc2)CC1 | 1% | 2% | -5% | 5% | 13% | -12 | -3% | -9% | 6%
COc1ccc(C2CC2/C(=N/O)c2ccccc2)cc1 (stereo not drawn) | -15% | -51%[inhibitor] | -14% | ? | -12% | ? | 9% | 30% | 18%
Cc1ccc(CNC(=O)C2CCCN(S(=O)(=O)c3c(C)noc3C)C2)cc1 (stereo not drawn) | -4% | 16% | 13% | -4%[57.1 µM] | 12%[9.24 µM] | 23 | -5% | -20% | -3%
CN1CCN(C2=C(Cl)C(=O)N(c3ccc(Cl)cc3)C2=O)CC1 | 2% | 1% | 2% | -20% | ? | -2 | ? | -4% | 0%
CCC(=O)N(Cc1ccco1)c1nc(-c2ccc(OC)cc2)cs1 | 0% | ? | 1% | -12% | 3% | -5 | 7% | -10% | -5%
O=C(O)C1CCCCC1C(=O)NCCc1c[nH]c2ccccc12 (stereo not drawn) | -1% | -2% | -3% | -19% | -5% | 20 | -3% | -1% | -1%
COc1ccc(N2CCN(C(=O)c3[nH]c4ccc(OC)cc4c3C)CC2)cc1 | 6% | ? | 14% | -1% | -4% | -13 | 10% | -24% | -8%
Cc1ccc(S(=O)(=O)N2CCN(C(=O)CN3CCOCC3)C2)cc1 | 11% | -2% | 4% | -1% | 16% | 26 | 25% | 9% | -3%
CC(=O)c1ccc(N2CCN(CCC#N)CC2)c(F)c1 | 1% | 3% | -5% | -7% | 1% | 9 | 3% | -2% | -8%
Clc1ccc(-c2nnc(C3CC3)o2)cc1 | 33% | -1% | -5% | -33% | 29% | 2 | 28% | 3% | -1%
COc1ccccc1NS(=O)(=O)c1ccc(C)c(C(=O)N2CCCC2)c1 | ? | -5% | 6% | -8% | -1% | -8 | -1% | -1% | 7%
Cn1c(CNc2nc3ccccc3n2CCN2CCCCC2)nc2ccccc21 | ? | 18% | -15% | 7% | -8% | -8 | -1% | 0% | -3%
CN(Cc1ccccc1)S(=O)(=O)c1ccc(OCC(=O)N2CCOCC2)cc1 | 1% | 2% | 8% | -8% | ? | 15 | 6% | 9% | -4%
CC(C)N1CCC(N2CCN(Cc3cc(F)ccc3-n3cccn3)CC2CCO)CC1 (stereo not drawn) | -7% | -4% | 2% | -29% | -9% | -11 | -1% | -8%[11.3 µM] | -7%
Cc1ccc(CSc2ncccc2C(=O)O)cc1 | ? | 4% | 12%&4% | 1% | 1% | 26 | -4% | 44%[activator] | -14%
CCOc1ccc(N(C(C)C(=O)N2CCOCC2)S(C)(=O)=O)cc1 (stereo not drawn) | 0% | -1% | -2% | 4% | 1% | 0 | -4% | -22% | -10%
Cc1cccc(C(=O)c2ccccc2C(=O)O)c1 | 11% | 13% | 6% | -27% | 9% | 6 | 16% | -11% | -2%
CCN(CC(O)Cn1c2ccccc2c2ccccc21)S(=O)(=O)c1ccc(C)cc1 (stereo not drawn) | ? | ? | ? | -7% | -27% | ? | -4% | -24% | ?
COc1ccc2nc(NC(=O)c3ccco3)sc2c1 | -4% | -2% | ? | -12% | -11% | -7 | -25% | . | 4%
COC(C[C@@H]1O[C@H]1[C@H](O)COCc1ccccc1)OC | 2% | ? | 0% | -2% | 0% | 14 | 17% | 10% | ?
CCc1nn(CCCC(=O)NCc2ccccc2Br)c(=O)c2cc3occc3n12 | 7% | 2% | 5% | -1% | 8% | -8 | -1% | . | ?
CCOc1ccc(NC(=O)CN(C)S(=O)(=O)c2cnc[nH]2)cc1 | -20%&-6% | 1% | 2%&9% | 5% | -10% | -8 | -9% | 5% | -2%
CCOC(=O)Cc1cc(=O)n2[nH]cc(-c3ccc(Cl)cc3)c2n1 | 2% | 11% | 0% | 2% | -15% | ? | -21% | 12% | -10%
COCCNC(=O)c1cc2sccc2n1C | 0% | 4% | -2% | 1% | 0% | -23 | 20% | . | -12%
COc1ccc(-c2ccc(N(C)C)cc2)cc1[C@H]1[C@@H]2C=CCC[C@@]2(C)C(=O)N1Cc1ccccc1 | ? | 17% | 18µM* | -2% | ? | -24 | ? | -27% | ?
CCOC(=O)c1c(NC(=O)C(C)OC(=O)C2=COCCO2)sc2c1CCCC2 (stereo not drawn) | 6% | ? | -16% | -4% | -15% | 7 | -15% | -19% | 0%
COc1ccc(-c2oc3cccnc3c2C#CCO)cc1 | -7% | -47%[inhibitor] | -9% | 6% | 10% | 0 | 10% | -10% | 2%
Cc1ccccc1OCC(=O)N1CCCCCCC1 | 17% | 12% | 31% | 9% | 2% | -6 | 6% | 8% | 1%
Cc1ccc(C(=O)CCC(=O)Nc2cc(C)ccn2)cc1 | 10% | -1% | -9% | -1% | -12% | 37 | -6%[9.24 µM] | 10% | -5%
CC1CCN(C(=O)C2CCCN(S(=O)(=O)c3cccc4nsnc34)C2)CC1 (stereo not drawn) | -11% | 4% | -5% | 7% | -1% | 7 | -8% | -14% | ?
COc1cc(OC)c2ccc(=O)oc2c1C(CCN1CCN(c2ccccc2)CC1)c1ccc2c(c1)OCO2 (stereo not drawn) | ? | ? | 0% | 5% | -5% | -2 | -3% | -18% | -1%
CCOC(=O)N1CCC2(CC1)C(C#N)=C(N)Oc1n[nH]c(C)c12 | -8% | 0% | 2% | -7% | 7%[9.24 µM] | 16 | 12% | -1% | -2%
O=C(Cc1ccccc1F)NC1CCCN(Cc2ccc(Cl)cc2)C1 (stereo not drawn) | -6% | ? | -19% | 1% | -4% | ? | -9% | 0% | ?
COC(=O)[C@@H]1C[C@H]2CC[C@H](O)C[C@H]2N1Cc1ccc(N2CCN(C)CC2)cc1 | 10% | -1% | 13% | 3% | 6% | -8 | 9% | -2% | 1%
O[C@H]1C[C@H](c2ccccc2)N(Cc2cccs2)C[C@@H]1n1cc(-c2ccc(F)cc2)nn1 | ? | . | ? | -14% | 18µM* | -79* | 23µM* | 16µM* | .
O=C(NCCc1csc(-c2ccccc2)n1)c1ccc(Br)o1 | 4% | 6% | -7% | -3% | 8% | 16 | 16% | ? | 1%
Cc1ccc(CNC(=O)C2CCC(=O)N2Cc2ccc(F)cc2)cc1 (stereo not drawn) | 6% | 0% | 12% | 12% | 2% | 7 | ? | -12% | -5%
COC(=O)c1sc(NC(=O)c2c(C)noc2C)nc1C | -18% | -32% | -5% | 4% | 3% | -21 | 0% | 2% | -8%
O=c1c2[nH]c3ccc(F)cc3c2nc2n1CCCS2 | ? | -6% | 7% | 2% | -6% | -4 | 14% | 4% | -13%
OC(CCc1ccncc1)c1ccccc1 (stereo not drawn) | 27% | -2% | 23% | -3% | -1% | 18 | -21% | 10% | -2%
Cc1ccc2oc(C(=O)Nc3ccc(S(=O)(=O)Nc4ncccn4)cc3)c(C)c2c1 | -8% | 13% | 18% | -21% | -3% | 0 | -8% | 10% | -6%
COc1ccc(NC(=O)CSc2nnc(-c3cccs3)n2N)cc1S(N)(=O)=O | 0% | -18% | 0% | 2% | 3% | 0 | 9% | 4% | -11%
O=C(CN1CCCCCC1)Nc1ccc(Br)cc1 | ? | -4% | 13% | 8% | -7% | 0 | 1% | 11% | -1%

In the list so far, these have fluorine:
SMILES | KB-V1 cytotox | MCF10A rerep | KB-3-1 tox | WRN helicase inh | HT1080 IDH1KD tx | IL-1B inflam inh | HT1080-NT tox | ATXN2 expr inh | SW480 rerep
CC(=O)c1ccc(N2CCN(CCC#N)CC2)c(F)c1 | 1% | 3% | -5% | -7% | 1% | 9 | 3% | -2% | -8%
CC(C)N1CCC(N2CCN(Cc3cc(F)ccc3-n3cccn3)CC2CCO)CC1 (stereo not drawn) | -7% | -4% | 2% | -29% | -9% | -11 | -1% | -8%[11.3 µM] | -7%
O=C(Cc1ccccc1F)NC1CCCN(Cc2ccc(Cl)cc2)C1 (stereo not drawn) | -6% | ? | -19% | 1% | -4% | ? | -9% | 0% | ?
O[C@H]1C[C@H](c2ccccc2)N(Cc2cccs2)C[C@@H]1n1cc(-c2ccc(F)cc2)nn1 | ? | . | ? | -14% | 18µM* | -79* | 23µM* | 16µM* | .
Cc1ccc(CNC(=O)C2CCC(=O)N2Cc2ccc(F)cc2)cc1 (stereo not drawn) | 6% | 0% | 12% | 12% | 2% | 7 | ? | -12% | -5%
O=c1c2[nH]c3ccc(F)cc3c2nc2n1CCCS2 | ? | -6% | 7% | 2% | -6% | -4 | 14% | 4% | -13%

Bioassay records (PubChem)
